tim23-1 inh – growth inhibitors of tim23-1 mutant yeast. S. cerevisiae tim23-1 growth, BacTiter-Glo luminescence, 24 h. inhibition, % at 20 µM. hit rate 1.3% among 330,000. AID 463212;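 active means growth inhibition of the mutant yeast at or above 50%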;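 further: temperature-sensitive mutant grown at 25 °C; plate controls were DMSO-treated mutant yeast for no effect and medium wells lacking yeast for full effect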
Mdm2-MdmX inh – human Mdm2/MdmX binding inhibition. O15151+Q00987. SaOS-2 split-luciferase Mdm2/MdmX complementation, luminescence. inhibition, % at 8 µM. hit rate 3% among 330,000;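 active means inhibition of at least 50% at 8 µM in the primary screen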
Target sequence (O15151 whole entry, looked up): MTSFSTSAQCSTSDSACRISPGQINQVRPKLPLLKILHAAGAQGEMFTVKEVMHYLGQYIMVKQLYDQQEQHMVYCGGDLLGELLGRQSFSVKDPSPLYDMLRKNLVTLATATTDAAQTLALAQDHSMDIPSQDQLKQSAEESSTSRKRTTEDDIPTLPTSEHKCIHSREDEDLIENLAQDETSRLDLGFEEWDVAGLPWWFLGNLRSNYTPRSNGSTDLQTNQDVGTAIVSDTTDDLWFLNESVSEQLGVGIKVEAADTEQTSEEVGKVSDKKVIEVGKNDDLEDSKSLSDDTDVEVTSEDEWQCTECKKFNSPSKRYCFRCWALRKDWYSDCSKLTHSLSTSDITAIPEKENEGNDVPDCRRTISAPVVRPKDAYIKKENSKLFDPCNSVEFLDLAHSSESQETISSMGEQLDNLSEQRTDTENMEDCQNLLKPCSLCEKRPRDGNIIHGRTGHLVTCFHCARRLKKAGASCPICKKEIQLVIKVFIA
Target sequence (Q00987 whole entry, looked up): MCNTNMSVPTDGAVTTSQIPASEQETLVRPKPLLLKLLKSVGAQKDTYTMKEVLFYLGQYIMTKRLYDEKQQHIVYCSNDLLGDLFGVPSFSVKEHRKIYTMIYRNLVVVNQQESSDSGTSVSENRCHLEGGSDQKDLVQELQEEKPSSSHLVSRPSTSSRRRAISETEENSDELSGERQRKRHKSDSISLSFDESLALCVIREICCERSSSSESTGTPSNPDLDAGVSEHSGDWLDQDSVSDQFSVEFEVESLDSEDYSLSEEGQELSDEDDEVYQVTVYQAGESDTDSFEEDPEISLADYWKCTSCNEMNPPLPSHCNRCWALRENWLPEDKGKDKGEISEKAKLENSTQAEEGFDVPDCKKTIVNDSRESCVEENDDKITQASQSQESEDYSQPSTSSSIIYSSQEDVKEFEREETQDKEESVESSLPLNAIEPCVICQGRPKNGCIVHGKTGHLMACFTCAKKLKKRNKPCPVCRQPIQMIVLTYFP
Jurkat NFkB inh – lowers PMA/ionomycin-induced NF-kB signal in Jurkat cells; PMA/ionomycin-induced NF-kB luciferase reporter, luminescence; inhibition, % at 4 µM; hit rate 0.53% among 330,000; in the data active means inhibition above about 50%
697 NFkB inh – lowers PMA/ionomycin-induced NF-kB signal in 697 B cells | 697 B-cell NF-kB luciferase reporter, 16 h | inhibition, % at 4 µM | hit rate 0.33% among 330,000 | AID 435022; in the data active means inhibition above about 35%
CHOP UPR activ – apoptotic UPR (CHOP) activation; CHO-CHOP luciferase reporter, luminescence; percent of tunicamycin response over DMSO baseline; activation, % at 10 µM; hit rate 0.34% among 330,000;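 active means at 10 µM dose, activation of 40% or more, normalized to positive control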;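 further: 100% = tunicamycin at 10 µg/mL and 0% = DMSO alone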
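Dosing – one dose, 10 µM in 0.5% DMSO · System – CHO-CHOP cells, stable luciferase reporter of PERK-eIF2a-CHOP signalling · Input – 500 cells/well · Control set – tunicamycin 10 µg/mL final as positive, DMSO-only wells as negative · Timing – 6 h compound treatment, 37 °C · Measure – % activation vs tunicamycin · Technique – luminescence read with Steady-Glo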
UPR XBP1 act – adaptive UPR (XBP1) activation; CHO-XBP1 luciferase reporter, IRE1-XBP1 UPR activation, luminescence; percent of tunicamycin response, DMSO as zero; activation, % at 20 µM; hit rate 0.33% among 330,000; AID 463104;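 active means versus positive control, 20 µM dose yields 30% or more activation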;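 further: 100% = tunicamycin at 10 µg/mL and 0% = DMSO only wells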
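Assay system: IRE1-XBP1 luciferase reporter CHO line. Input: 1000 cells/well. Buffer or medium: F12 with 10% serum. Doses: 20 µM, 1% DMSO. Times: overnight seeding at 37 °C, 6 h compound treatment at 37 °C. Technique: Steady-Glo luciferase glow luminescence, 10 min after reagent addition.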
TIM10 inh – inhibits growth of TIM10 yeast strain | S. cerevisiae TIM10 strain growth, BacTiter-Glo luminescence, 24 h | inhibition, % at 10 µM | hit rate 1.4% among 330,000;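 active means inhibition of 40% or more at the single tested concentration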;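 further: wild-type TIM10 isogenic control strain grown at permissive 25 °C; 0% = DMSO yeast wells and 100% = minimal medium wells without yeast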
tim10-1 inh – tim10-1 yeast growth inhibition; inhibition, % at 20 µM; S. cerevisiae tim10-1 ts strain growth, BacTiter-Glo, 24 h; AID 463190; hit rate 2.2% among 330,000;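 active means inhibition of at least 40%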;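 further: mutant grown at 25 °C; 0% = DMSO wells with yeast and 100% = wells holding no yeast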
Numbers without * were called inactive. Rows are unselected. About 6.6% of those tested had a hit in this group.

SMILES	tim23-1 inh	Mdm2-MdmX inh	Jurkat NFkB inh	697 NFkB inh	CHOP UPR activ	UPR XBP1 act	TIM10 inh	tim10-1 inh
N#Cc1nc(COc2ccccc2F)oc1NCCCn1ccnc1	4	11	2	-27	0.2	-1	-9	17
COc1ccc(-c2ccc(CCC(=O)O)n2C(C)C)cc1	16	-3	9	3	2.3	-1	16	13
O=C(CSc1cccc[n+]1[O-])Nc1cc([N+](=O)[O-])ccc1Cl	4	9	-9	-2	0.8	1	-25	12
COc1ccc(NC(=O)COC(=O)CCc2ccc(S(=O)(=O)N3CCOCC3)cc2)c(OC)c1	20	26	0	-6	0.1	-3	10	13
O=C(Oc1cccc(NC(=O)c2ccco2)c1)c1cccc(S(=O)(=O)N2CCCCC2)c1	31	6	-17	-10	0.3	1	2	21
O=C(COC(=O)C1CCN(S(=O)(=O)c2cccs2)CC1)Nc1ccccc1Br	6	3	-4	15	-2.2	-2	7	26
COC(=O)C(C)N(C#N)c1nc(NC(C)C)nc(SC)n1 (stereo unspecified)	27	26	5	8	0.1	-4	11	13
Cn1c(N)c(C(=O)COC(=O)[C@H](Cc2ccccc2)N2C(=O)c3ccccc3C2=O)c(=O)n(C)c1=O	19	-38	-9	-28	-0.2	1	19	8
COc1ccc(OC)c(N2C(=O)CC(C(C)c3ccccc3)C2=O)c1 (stereo unspecified)	19	17	-2	16	-2.7	-1	1	23
N=c1c(S(=O)(=O)c2ccc(Br)cc2)cc2c(=O)n3ccccc3nc2n1C1CCCC1	23	23	-10	-11	2.7	3	14	30
Cn1ncc(Cl)c1C(=O)N1CCN(c2ccc(Cl)c(Cl)c2)CC1	50*	21	0	-17	4.4	-6	27	41*
COc1ccc(C(=O)Nc2ccc(N3CCN(C(=O)C(C)C)CC3)cc2)cc1[N+](=O)[O-]	8	-28	18	14	-0.2	-1	-12	4
CCc1nc(N[C@H](C(=O)O)C(C)C)c2oc3ccccc3c2n1	5	4	-3	6	1.7	0	2	3
COC(=O)c1cc2c(s1)CS(=O)C2 (stereo unspecified)	13	7	0	10	-2.3	1	-5	6
COc1ccc(CCNC(=O)CN(c2cc([N+](=O)[O-])ccc2OC)S(C)(=O)=O)cc1	18	-17	0	7	0.2	-3	-3	4
CCOCCCNC(=O)C(NC(=O)Cc1cccs1)c1ccc(C)cc1 (stereo unspecified)	7	-15	6	10	0.6	0	6	-2
CCCc1nc(SCc2ccc(Cl)cc2Cl)n[nH]1	33	-21	8	-1	-0.2	4	25	22
Cn1c(=O)c2c(O)cc(=O)[nH]c2n(-c2ccccc2)c1=O	-11	19	-4	-5	1.1	-1	-7	-4
CCOc1ccccc1Nc1ncccc1C(=O)O	5	3	6	20	-0.8	2	6	7
CCN(CC)S(=O)(=O)c1ccc2nnn(O)c2c1	6	-5	7	-5	0.3	-3	8	2

Part of the list above in another layout.
The line under a structure holds: tim23-1 inh	Mdm2-MdmX inh	Jurkat NFkB inh	697 NFkB inh	CHOP UPR activ	UPR XBP1 act	TIM10 inh	tim10-1 inh
Cn1ncc(Cl)c1C(=O)N1CCN(c2ccc(Cl)c(Cl)c2)CC1
  50*	21	0	-17	4.4	-6	27	41*
COc1ccc(C(=O)Nc2ccc(N3CCN(C(=O)C(C)C)CC3)cc2)cc1[N+](=O)[O-]
  8	-28	18	14	-0.2	-1	-12	4
CCc1nc(N[C@H](C(=O)O)C(C)C)c2oc3ccccc3c2n1
  5	4	-3	6	1.7	0	2	3

(cont.)
SMILES	tim23-1 inh	Mdm2-MdmX inh	Jurkat NFkB inh	697 NFkB inh	CHOP UPR activ	UPR XBP1 act	TIM10 inh	tim10-1 inh
O=C(CN1CCN(C(=O)c2ccco2)CC1)N1CCc2[nH]c3ccccc3c2C1	-9	5	14	2	0.5	1	4	-15
COc1ccccc1NS(=O)(=O)c1ccc2c(c1)NC(=O)CC(=O)N2	-5	2	2	16	1.1	-4	3	-3
CCN(CC)CCCNC(=O)CSc1nc(-c2cccs2)cc(C(F)(F)F)n1	8	0	8	15	0.2	-3	-19	12
CN([C@@H](C(=O)OC(C)(C)C)c1ccccc1)S(=O)(=O)c1cccc(S(=O)(=O)N(C)[C@@H](C(=O)OC(C)(C)C)c2ccccc2)c1	15	18	14	-10	0.6	-3	-1	4
CC(=O)NC1=NN(C(C)=O)C(C)(c2cccc([N+](=O)[O-])c2)S1 (stereo unspecified)	-3	11	1	13	0.4	-5	15	2
Cc1n[nH]c(=O)c2c(NC(=O)CSc3nnnn3-c3ccc(O)cc3)oc(C)c12	13	11	8	9	1.3	-1	0	13
COc1ccc(Cl)cc1NC(=O)COc1ccc2c(c1)OCO2	5	-20	-11	11	-0.2	-2	7	-14
COc1cccc(Cn2nnc(C(=O)NCc3ccccc3Cl)c2N)c1	21	5	2	8	2.5	2	-2	3
NC1=NS(=O)(=O)NC1c1cccc(Cl)c1 (stereo unspecified)	-2	1	0	9	-1.2	-1	5	3
CCc1ccc(OCCNc2cc(N3CCNC(C)C3)ccc2[N+](=O)[O-])cc1 (stereo unspecified)	57*	95*	15	-2	5.4	56*	18	27
O=C(Cn1nc(C(F)F)cc1C1CC1)N1CCCC1	7	14	1	-1	-1.1	-2	-11	7
CCCn1c(=O)n(C)c(=O)c2c(SCC(=O)NCC(c3ccccc3)N(C)C)nc(CC(C)C)nc21 (stereo unspecified)	22	10	16	-3	3.2	-2	11	6
CC(C)Cc1ccc(CN2CCCC(NC(=O)c3cccc(-n4cnnc4)c3)C2)cc1 (stereo unspecified)	14	17	26	-22	0.7	-3	7	6
CCN(CC)C(=O)CSc1nnc(-c2ccco2)o1	11	-3	-11	-16	1.0	1	-3	-1
C=CCn1c(=N)n(CC(=O)c2ccccc2)c2ccccc21	6	15	-19	-24	-0.1	-4	4	7
O=C1/C(=C\c2ccc(Br)cc2)SC(=S)N1NS(=O)(=O)c1ccccc1	10	-10	5	5	-1.3	-2	-2	-3
COc1cc2c(c(OC)c1CC=C(C)C)C[C@H](c1ccc(O)cc1O)CO2	36	9	-18	-7	-1.1	-6	38	25
Cc1cc(=O)n(CC(=O)NCCN2CCOCC2)c2c1c(C)nn2-c1ccccc1	24	-9	6	-1	-1.5	-3	6	31
CCC(CC)c1nnc(NC(=O)Cc2cccs2)s1	3	0	15	-10	1.4	1	23	6
O=C(Cc1ccccc1)Nc1ccccc1N1CCOCC1	6	-6	6	17	-0.8	-2	4	1

Structures from the list above containing fluorine, in the order listed:
SMILES	tim23-1 inh	Mdm2-MdmX inh	Jurkat NFkB inh	697 NFkB inh	CHOP UPR activ	UPR XBP1 act	TIM10 inh	tim10-1 inh
N#Cc1nc(COc2ccccc2F)oc1NCCCn1ccnc1	4	11	2	-27	0.2	-1	-9	17
CCN(CC)CCCNC(=O)CSc1nc(-c2cccs2)cc(C(F)(F)F)n1	8	0	8	15	0.2	-3	-19	12
O=C(Cn1nc(C(F)F)cc1C1CC1)N1CCCC1	7	14	1	-1	-1.1	-2	-11	7

More entries
SMILES	tim23-1 inh	Mdm2-MdmX inh	Jurkat NFkB inh	697 NFkB inh	CHOP UPR activ	UPR XBP1 act	TIM10 inh	tim10-1 inh
C=CC[C@@H](CC(=O)N[C@H](CO)Cc1ccccc1)C(=O)NC[C@H](OC(=O)[C@@H](CC=C)Cc1ccc(F)cc1)c1ccccc1	22	59*	-1	6	17	0	3	11
Cc1ccc(-c2n[nH]c(=S)n2/N=C/c2ccc(C)o2)cc1	41	14	0	7	-1.9	-3	37	32
O=C(NCCCn1ccnc1)c1cccc(S(=O)(=O)Nc2ccc(Br)cc2)c1	17	8	-5	-17	-1.9	0	0	20
O=C(N/N=C/c1ccccc1F)c1ccccc1OCc1ccccc1	25	10	-14	13	4.1	12	5	19
CS(=O)(=O)Nc1ccc(C(=O)Nc2ccc(S(=O)(=O)Nc3nccs3)cc2)cc1	6	-15	8	0	0.6	-6	8	-10
Cc1onc(-c2ccccc2Cl)c1C(=O)Nc1nnc(-c2ccc(Br)cc2)s1	20	17	-2	-9	0.2	3	-3	25
Cc1cc(=O)n2[nH]c(-c3ccc(C(C)(C)C)cc3)cc2n1	9	10	-3	-31	1.3	0	6	6
NC(=O)CSc1cn(Cc2ccccc2)c2ccccc12	-10	5	2	21	-0.4	1	-9	-4
Cc1cc(NC(=O)/C=C/c2cccc(F)c2)n(-c2nc3ccccc3[nH]2)n1	0	28	-8	5	3.8	1	5	12
O=C(OCc1cccc([N+](=O)[O-])c1)c1cc2ccccc2oc1=O	20	16	-2	16	4.4	1	8	22
Brc1ccc(-c2n(-c3ccccn3)c3ccccc3[n+]2-c2ccccn2)cc1	29	11	5	4	-1.1	-2	7	11
CC1CCC(C(C)C)C(=O)/C1=C/c1ccc(N)cc1 (stereo unspecified)	11	-159	-113	-120	5.1	2	10	-46
O=C(CN(Cc1ccco1)C(=O)c1ccc([N+](=O)[O-])cc1)Nc1ccccc1C(F)(F)F	21	-14	-2	12	-1.7	-4	2	24
COc1cccc(N2CCN(C(=O)c3cc(C)oc3C)CC2)c1	-2	29	34	-30	-0.3	1	1	0
CCSc1nnc(NC(=O)c2nc(S(=O)(=O)Cc3ccc(F)cc3)ncc2Cl)s1	2	69*	-2	-64	25	-8	11	9
O=C(NCc1ccccn1)C1CCC(CNS(=O)(=O)c2cccc3nsnc23)CC1 (stereo unspecified)	1	-3	-2	-9	-0.3	-1	-13	-5
O=C(NNC(=S)NCc1ccccc1)c1cccnc1	5	7	-1	9	-0.9	1	5	8
CCSC1=NCN(CCCC(=O)O)CN1	8	-9	-10	-23	-0.4	-1	-9	4
COc1ccc(OCCSc2n[nH]c(N)n2)cc1	-8	21	-10	-6	-1.0	-1	-22	30
O=C(CCN1CCN(c2ccccc2)CC1)Nc1ccc(Cl)cc1	23	-9	-22	-42	-0.3	-1	14	18
CCCc1cc(=O)oc2cc(OCC(=O)N3CCC(C(N)=O)CC3)ccc12	-8	16	-10	23	-0.8	-3	4	-1
COc1cccc(NC(=O)c2ncc(Cl)c(Cl)c2Cl)c1	8	-48	-17	-19	6.9	1	17	19
Cc1cc(C)n(C(=O)Cn2nc(C(F)F)cc2C)n1	9	8	13	-3	-0.3	-2	6	3
COc1cc(O)c(C(CC(=O)N2CCOCC2)c2cc(OC)c(OC)c(OC)c2)c(OC)c1 (stereo unspecified)	-2	23	4	13	-0.8	0	-1	6
CCN1CCN(c2nnc(-c3ccc(C)cc3)c3ccccc23)CC1	0	4	-3	-5	0.7	-3	-1	2
Cc1ccc(NNC(=O)c2snnc2C)cc1Cl	43	-1	7	-5	4.8	-1	31	21
CCN(CC)C(=O)Cn1cc(S(=O)(=O)CC(=O)N2CCOCC2)c2ccccc21	8	-8	-2	-6	-1.9	2	-11	3
Cc1[nH]c2ccccc2c1SCCNC(=O)c1ccc(S(=O)(=O)N2CCCC2)cc1	29	-6	8	-19	1.9	3	0	14
Cc1ccc(-c2nn(-c3ccccc3)cc2/C=N/O)cc1	59*	-32	-6	-21	2.7	-1	15	30
CCOC(=O)c1sc(NC(=O)c2cc(-c3ccccc3)nc3ccccc23)c(C#N)c1C	28	94*	-16	-16	3.4	4	-2	17
CCCCn1c(N)c(N(CC(C)C)C(=O)c2ccc(OCC3CCCO3)cc2)c(=O)[nH]c1=O (stereo unspecified)	31	13	-16	-4	0.1	1	11	16
COc1ccc2[nH]c3c(=O)n(CCCCC(=O)N4CCC(C(N)=O)CC4)c(=S)[nH]c3c2c1	21	-2	-6	1	0.7	-1	-1	2
CC(=O)N1CCOCCOCCOCC1	-6	-4	4	23	3.0	-2	3	6
C=CCn1cc(C(=O)NCc2ccc(Cl)cc2)c(=O)c2cc(S(=O)(=O)N(CC)CC)ccc21	-1	26	6	-22	3.9	-3	14	13
CS(=O)(=O)c1ccccc1C(=O)Nc1ccc2sccc2c1	13	11	10	9	7.5	0	-1	17
CCCNC(=O)COC(=O)CCC(=O)c1ccc(F)cc1	4	3	8	28	1.0	-1	-4	1
CCOC(=O)C1CCN(C(=O)COC(=O)COc2ccc(Cl)cc2)CC1	9	-28	-8	7	-0.6	4	4	-11
